TMEM16A inh: blocks the mouse calcium-activated chloride channel TMEM16A; HEK293 TMEM16A/YFP iodide influx fluorescence, ionomycin; normalized B-score (activity score, 25-100; higher = stronger inhibition) at 10 µM; hit rate 1.2% among 310,000; AID 588511;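 active = ratio plate-corrected score three or more library SD toward inhibition, starting fluorescence score within five deviations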;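 note: score derived from kinetic fluorescence span divided by baseline fluorescence per well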
MrgX1 allo act: allosterically activates human MrgX1 receptor signaling | Q96LB2 | hit rate 0.63% among 310,000 | B-score at 10 µM | MrgX1-HEK293, Fluo-4 calcium flux, FDSS; hits give high values;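 active = plate-corrected calcium response at least 3 library SD above typical, normal starting fluorescence, not activating the receptor alone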;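 note: compound read alongside a low EC10 to EC30 dose of BAM8-22 agonist; peak minus trough fluorescence over baseline measured at the second addition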
Target sequence (Q96LB2 whole entry, looked up): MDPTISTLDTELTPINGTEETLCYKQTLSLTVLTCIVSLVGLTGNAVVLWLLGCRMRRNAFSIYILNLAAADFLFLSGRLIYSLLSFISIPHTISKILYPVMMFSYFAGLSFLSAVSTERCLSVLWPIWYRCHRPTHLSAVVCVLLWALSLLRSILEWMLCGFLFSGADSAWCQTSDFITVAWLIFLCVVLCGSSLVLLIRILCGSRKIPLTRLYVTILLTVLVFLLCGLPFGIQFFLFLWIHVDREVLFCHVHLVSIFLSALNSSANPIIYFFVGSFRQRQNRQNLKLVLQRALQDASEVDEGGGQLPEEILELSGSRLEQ
TRPC4 PAM: TRPC4 (mouse) allosteric potentiation. Q9QUQ5. HEK293 TRPC4beta/mu-opioid, DAMGO EC20, Fluo-4 Ca2+ flux; hits give high values. B-score at 10 µM. hit rate 0.42% among 310,000;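 active = B-score of calcium response area above 5 SD of library B-scores, with initial fluorescence ratio within 5 SD of library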;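 note: B-score of integrated fluorescence ratio over time as area under calcium response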
MrgX1 agonist: human MrgX1 receptor agonism, primary screen | Q96LB2 | MrgX1-HEK293 cells, Fluo-4 calcium fluorescence, agonist mode; hits give high values | B-score at 10 µM | hit rate 0.44% among 310,000;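 active = calcium response B-score plate-corrected fluorescence ratio at least 3 library SD, with starting fluorescence B-score inside 5 SD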
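Assay system: MrgX1-expressing HEK293 cells / Amount: fifteen thousand cells per well / Doses: test compound in the initial addition of three / Timing: cells plated overnight, dye loaded 0.5 h 37 °C, 0.5 h room temperature / Technique: kinetic calcium dye fluorescence, Fluo-4 NW / Control set: positive and negative controls per plate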
TRPC6 inh: blocks the mouse TRPC6 cation channel; Q61143; HEK293-TRPC6, membrane potential dye, ACh-evoked depolarization; hits give low values; B-score at 10 µM; hit rate 1.1% among 310,000;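 active = B-score under library mean minus 3 SD, initial fluorescence not abnormally high, positive integrated signal ratio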;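 note: B-score derived from integrated fluorescence ratio over the kinetic read; more negative B-score means stronger inhibition of depolarization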
TMEM16A act: activators or potentiators of mouse TMEM16A chloride channel; Q8BHY3; HEK293 TMEM16A/YFP-H148Q/I152L, iodide quench fluorescence; hits give low values; hit rate 0.3% among 340,000; B-score at 10 µM; AID 623877;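 active = fluorescence-ratio B-score plate-corrected deviation score at least 3 library SD below zero, with starting fluorescence score within 5 deviations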;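 note: channel opened by trigger with iodide after compound preincubation; score built on the fluorescence ratio of max minus min over baseline; more negative score means more quench and so TMEM16A activation or potentiation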
TRPC6 act: activates the mouse TRPC6 cation channel. Q61143. AID 2550. B-score at 10 µM. HEK293-TRPC6 membrane potential dye fluorescence; hits give high values. hit rate 0.13% among 310,000;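 active = B-score of the integrated fluorescence ratio above library mean plus 3 SD, and starting fluorescence ratio within library mean plus 5 SD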;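 note: higher score means more depolarization so channel activation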
TRPC4 act: opens the mouse TRPC4 cation channel | Q9QUQ5 | HEK293 TRPC4beta/mu-opioid, Fluo4 calcium fluorescence; hits give high values | B-score at 10 µM | hit rate 0.49% among 310,000;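 active = B-score above 5 SD of library B-scores, and initial fluorescence ratio not above library mean plus 5 SD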;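 note: positive B-score marks a calcium rise read as TRPC4 activation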
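Material: TRPC4beta and mu-opioid receptor HEK293 stable cells | Incubation: 45 min room-temperature Fluo4 loading, 110 s read | Detection: Kinetic Fluo4 calcium fluorescence | Measure: Integrated baseline-normalised fluorescence ratio, converted to per-well B score | Benchmarks: Low control buffer alone, high control maximal DAMGO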
MrgX1 antagonist: blocks BAM8-22 activation of human MrgX1 receptor; MRGX1-HEK293 calcium flux, Fluo-4, BAM8-22 antagonism; hits give low values; B-score at 10 µM; hit rate 1.3% among 310,000;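 active = calcium-response B-score plate-corrected more than 3 library SD below zero, starting fluorescence within 5 deviations, no agonist response on first addition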;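 note: peak minus trough fluorescence over baseline after final BAM8-22 challenge near maximal dose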
SKKanGAS inh: blocks kanamycin growth of S. pyogenes SKKanGAS strain; BacTiter-Glo, 6 h; inhibition, % at 7.5 µM; hit rate 1.3% among 300,000;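 active = mean replicate score, as percent of positive control median, at least 50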;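 note: strain carries kanamycin resistance gene driven by streptokinase promoter and grows in 40 µg/ml kanamycin; loss of luminescence reflects streptokinase promoter inhibition or plain growth inhibition; 0% = median of DMSO wells and 100% = positive control at its reference dose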
TRPC4 inh: blocks the mouse TRPC4 cation channel. HEK293 TRPC4beta/mu-opioid, DAMGO-evoked Fluo4 calcium flux; hits give low values. Q9QUQ5. AID 2247. hit rate 0.39% among 300,000. B-score at 10 µM;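 active = B-score over 3 SD under the library average, no early fluorescence shift, positive overall ratio signal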
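test system = HEK293 cells with stable TRPC4beta plus mu-opioid receptor expression | detection = Fluo4 Ca2+ flux fluorescence | read-out = integrated fluorescence ratio relative to baseline, converted to per-well B score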
* = called active by the depositor; i = inactive; nt = no result given.

SMILES	TMEM16A inh	MrgX1 allo act	TRPC4 PAM	MrgX1 agonist	TRPC6 inh	TMEM16A act	TRPC6 act	TRPC4 act	MrgX1 antagonist	SKKanGAS inh	TRPC4 inh
Clc1ccccc1-c1nnc2sc(-c3cccs3)nn12	i	i	i	i	i	i	i	i	i	30.6	nt
CC(C)c1ccc(S(=O)(=O)N2CCN(C(=O)C3CCN(C(=O)c4ccc(F)cc4)CC3)CC2)cc1	i	i	i	i	i	i	i	i	i	6.5	i
Cc1cc[n+](CCC(=O)O)c2ccccc12	i	i	i	i	i	i	i	i	i	-9.7	i
COC(=O)c1ccc(/C=N/NC(=O)c2ccccc2Cl)cc1	i	i	i	i	i	i	i	i	i	-10.9	i
CCCCn1c(N)c(N(CC(C)C)C(=O)CCS(=O)(=O)c2ccc(C)cc2)c(=O)[nH]c1=O	i	i	i	i	i	i	i	i	i	-3.5	i
CN(Cc1ccncn1)C(=O)CC1C(=O)NCCN1Cc1cccc(Oc2ccccc2)c1 (stereo unspecified)	i	i	i	i	i	i	i	i	i	6.3	i
CN(CC(=O)Nc1ccc2c(c1)CCC2)CC(=O)Nc1ccccc1Br	i	i	i	i	i	i	i	i	i	-3.4	i
COc1cccc(C(=O)NC(=O)Nc2nc(C)cc(C(F)(F)F)n2)c1	i	i	i	i	i	i	i	i	i	-6.2	i
CC1CCN(C(=O)CSc2nnc(-c3ccc(S(=O)(=O)N4CCOCC4)cc3)n2C)CC1	i	i	i	i	i	i	i	i	i	2.7	i
O=C(NCC1CCCO1)c1cc(-c2ccco2)nc2ccccc12 (stereo unspecified)	i	i	i	i	i	i	i	i	i	-1.0	i
CN1CCCC(OC(=O)COc2ccccc2)C1 (stereo unspecified)	i	i	i	i	i	i	i	i	i	-4.2	i
Nc1[nH]n(-c2ccccc2)c(=O)c1N=Nc1ccccc1[N+](=O)[O-]	i	i	i	i	i	i	i	i	i	1.1	i
C[N+]1(C)CCCC(OC(=O)C(O)(c2ccccc2)c2ccccc2)C1 (stereo unspecified)	i	i	i	i	-12.9*	i	i	i	i	-3.0	i
CCN1C(=O)/C(=C/N(C)C)c2ccccc21	i	i	i	i	i	i	i	i	i	5.3	i
O=C(NCCCCCCOC1=NS(=O)(=O)c2ccccc21)C(=O)Nc1ccccc1	i	i	i	i	i	i	i	i	i	-1.9	i
CCn1c(C)nc2cc(C(=O)N=Nc3c(O)[nH]c4c(C)cc(C)cc34)ccc21	i	i	i	i	i	nt	i	i	i	15.3	i
O=c1nc2n(c3sc4c(c13)CCCC4)C(CBr)CS2 (stereo unspecified)	i	i	i	i	i	i	i	i	i	3.1	i
Cc1ccc(C(=O)N/N=C2\CCCc3ccccc32)c(C)c1	i	i	i	i	i	i	i	i	i	14.0	i
CN(C)c1c(F)cc(C(=O)NCc2ccccc2)cc1F	i	i	i	i	i	i	i	i	i	0.7	i
CSc1nc2ccc(S(=O)(=O)N(C)C)cc2s1	i	i	i	i	i	i	i	i	i	0.6	i
O=C(CCCCn1c(=O)[nH]c2ccsc2c1=O)NCCc1ccccc1	i	i	i	i	i	i	i	i	i	-5.8	i
CCC1CCCCN1C(=O)CCS(=O)(=O)c1ccc2c(c1)CCN2C(C)=O (stereo unspecified)	i	i	i	i	i	i	i	i	i	1.3	i
CCn1nnc(-c2ccccc2NS(=O)(=O)c2ccc(S(=O)(=O)N3CCCCCC3)cc2)n1	i	i	i	i	i	i	i	i	i	1.1	i
COc1ccc(/C=C/c2c(-c3ccc(OC)cc3)oc3ccc(-c4ccc(OC)cc4)cc23)cc1	i	i	i	i	i	i	i	i	i	-5.7	i
CSCCC(=O)N1CCC(n2nccc2NC(=O)CCCc2ccccc2)CC1	i	i	i	i	i	i	i	i	i	-4.7	i
Later entries.
SMILES	TMEM16A inh	MrgX1 allo act	TRPC4 PAM	MrgX1 agonist	TRPC6 inh	TMEM16A act	TRPC6 act	TRPC4 act	MrgX1 antagonist	SKKanGAS inh	TRPC4 inh
N#CCC(=O)Nc1ccc(C(=O)OCC(=O)NCCCc2ccccc2)cc1	i	i	i	i	i	i	i	i	i	10.2	i
COc1ccc(/C=C2\SC(=S)N(CCCC(=O)N3CCCCC3CCO)C2=O)cc1 (stereo unspecified)	i	i	i	i	i	i	i	i	i	-0.6	i
FC(F)(F)c1cnc(NNC(=S)Nc2cccnc2)c(Cl)c1	i	i	i	i	i	i	i	i	i	nt	i
Cc1ccccc1OCC(=O)Nc1ccccc1-c1ccccc1NC(=O)COc1ccccc1C	i	i	i	i	i	i	i	i	i	3.9	i
CC(C)=C1C2CCC1C(C(=O)NCc1ccccc1)C2C(=O)O (stereo unspecified)	i	i	i	i	i	i	i	i	i	-0.3	i
COc1ccc(CCNC(=O)CCOc2cc(C)ccc2C)cc1OC	i	i	i	i	i	i	i	i	i	-2.1	i
O=C(COC(=O)Cc1cn2ccsc2n1)NCc1ccc2c(c1)OCO2	i	i	i	i	i	i	i	i	i	-1.6	i
CC(C(=O)NCC1CCCO1)n1cc([N+](=O)[O-])cn1 (stereo unspecified)	i	i	i	i	i	i	i	i	i	-6.8	i
CCOC(=O)C1C(c2ccccc2)NC(=S)NC1(C)O (stereo unspecified)	i	i	i	i	i	i	i	i	i	-1.9	i
Cc1onc(-c2ccccc2)c1C(=O)N/N=C/c1cc2c(cc1Cl)OCO2	i	i	i	i	i	i	i	i	i	-0.2	i
COc1ccccc1-c1nc(C#N)c(N2CCN(c3cccc(Cl)c3)CC2)o1	i	i	i	i	i	i	i	i	i	21.5	i
Cn1c(CN2CCCCC2)nc2cc(NC(=O)c3ccc(F)cc3)ccc21	i	i	i	i	i	i	i	i	i	-5.2	i
CC(=O)c1cccc(OCC(O)CN2CCN(C(=O)c3ccco3)CC2)c1 (stereo unspecified)	i	i	i	i	i	i	i	i	i	-2.1	i
Cc1c(OC(C)C(=O)N[C@@H](Cc2ccccc2)C(=O)O)ccc2c3c(c(=O)oc12)CCCC3 (stereo partly specified)	i	i	i	i	i	i	i	i	i	13.7	i
Nc1c(CO)nnn1-c1ccccc1	i	i	i	i	i	i	i	i	i	-2.7	i
COc1ccc(/C=N/Nc2nc(-c3ccc(C)cc3)c(C#N)c(=O)[nH]2)cc1	i	i	i	i	i	i	i	i	i	33.4	i
Cc1cccc(NC(=O)COc2coc(CN3CCN(c4ccccc4)CC3)cc2=O)c1C	i	i	i	i	i	i	i	i	i	-3.6	i
CC(=O)c1nnn(-c2ccc(F)cc2F)c1C	i	i	i	i	i	i	i	i	i	5.5	i
O=C(COC(=O)c1ccccc1Nc1ccccc1)Nc1ccccc1	i	i	i	i	i	i	i	i	i	-3.7	i
COc1cc(OC)cc(C(=O)N[C@H](C(=O)Nc2nc3ccccc3[nH]2)C(C)C)c1	nt	nt	i	nt	i	i	i	i	nt	22.7	i
CCc1noc(C)c1C(=O)N(C)CC(=O)Nc1ccc(F)c(F)c1F	i	i	i	i	i	i	i	i	i	-6.0	i
CC(=O)c1cc(C#N)c(SCc2ccc(F)cc2)nc1C	i	i	i	i	i	i	i	i	i	-9.3	i
CCC(N1CCOC1=O)S(=O)(=O)c1ccc(C)cc1 (stereo unspecified)	i	i	i	i	i	i	i	i	i	0.4	i
COc1ccccc1NC(=O)CN1CC(=O)Nc2ccccc21	i	i	i	i	i	i	i	i	i	-0.9	i
COc1ccc(NC(=O)/C(C#N)=C\C=C\c2ccco2)cc1	i	i	i	i	i	i	i	i	i	-3.6	i
New compounds follow:
SMILES	TMEM16A inh	MrgX1 allo act	TRPC4 PAM	MrgX1 agonist	TRPC6 inh	TMEM16A act	TRPC6 act	TRPC4 act	MrgX1 antagonist	SKKanGAS inh	TRPC4 inh
O=[N+]([O-])c1ccccc1NC1CCN(Cc2ccccc2)CC1	i	i	i	i	i	i	i	i	i	28.6	i
CCCCNCc1cc(OCC)c(OCC(N)=O)cc1Br	i	i	i	i	i	i	i	i	i	-7.4	i
COc1ccc(N(C=O)C(C(=O)Nc2c(C)cccc2C)c2ccccc2)cc1 (stereo unspecified)	i	i	i	i	i	i	i	i	i	-5.1	i
O=C(COC(=O)CNS(=O)(=O)c1ccc2ccccc2c1)Nc1ccc2c(c1)OCO2	i	i	i	i	i	i	i	i	i	-2.6	i
COc1ccc(-n2c(SCC(=O)N3CCCC(C)C3)nnc2-c2cccnc2)cc1 (stereo unspecified)	i	i	i	i	i	i	i	i	i	0.4	i
O=C(CSc1ccccc1)N1CCCC(Nc2ccccc2)C1 (stereo unspecified)	i	i	i	i	i	i	i	i	i	-1.6	i
CCN(CC)CCC(=O)Nc1cccc2c1C(=O)c1ccccc1C2=O	i	i	i	i	-6.39*	i	i	i	i	5.4	i
Cc1cc(C(=O)OCC(=O)N2CC(=O)Nc3ccccc32)c(C)n1-c1ccccc1	i	i	i	i	i	i	i	i	i	7.4	i
Cc1nc2nc(CSc3ccc(Cl)cc3)cc(=O)n2[nH]1	i	i	i	i	i	i	i	i	i	-3.2	i
CNC(=O)c1ccsc1NC(=O)c1ccc2c(c1)CCCC2	i	i	i	i	i	i	i	i	i	-0.3	i
COc1ccccc1C(=O)C1CCCN(C(=O)Nc2ccccc2F)C1 (stereo unspecified)	i	i	i	i	i	i	i	i	i	-0.2	i
Cc1cc(C(=O)Nc2ccc3c(c2)OCCO3)c(C)o1	i	i	i	i	i	i	i	i	i	-0.3	i
COc1ccc(C(=O)NCCSCc2ccco2)cc1OC	i	i	i	i	i	i	i	i	i	3.4	i
COC(=O)C1C(=O)c2c([nH]c(C(=O)OC3CCCCCC3)c2C)CC1C (stereo unspecified)	i	i	i	i	i	i	i	i	i	0.7	i
O=C(O)CSc1cc(NS(=O)(=O)c2ccc(Br)cc2)c2ccccc2c1O	i	i	i	i	i	i	i	i	i	15.1	i
Cc1cc(C)n2cc(CSc3nc4cc(Cl)ccc4o3)nc2n1	i	i	i	i	i	i	i	i	i	7.1	i
CC(C)(C)n1nnnc1C(c1cccnc1)N1CCN(c2ccccn2)CC1 (stereo unspecified)	i	i	i	i	i	i	i	i	i	2.9	i
Cc1c(NC(=O)c2cc3ccccc3o2)c(=O)n(-c2ccccc2)n1C	i	i	i	i	i	i	i	i	i	-2.7	i

Screens: PubChem BioAssay, several laboratories

Outcome played no part in choosing rows (roughly 6.7% active in at least one column).
